Screening data from PubChem BioAssay.
ZTA DNA inh = ZTA (EBV) inhibition in EBNA-1 counter-screen | P03206 | ZTA-DNA binding, fluorescence polarization | 0.15% of 320,000 active | inhibition, % at 11 µM; in the data active = inhibition above about 33%
Efflux pump mplx = inhibitors of Candida antifungal efflux pumps expressed in yeast | AID 485275 | 0.44% of 330,000 active | S. cerevisiae Candida pump triplex, Nile Red efflux | inhibition, % at 10 µM;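 active = plate passing quality check with inhibition over a set limit, or well fluorescence over plate mean plus 4 SD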;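 note: Nile Red retained in pooled yeast measured as flow cytometry median fluorescence; 0% = buffer negative control and 100% = Enniatin B positive control; higher means more Nile Red kept so more efflux inhibition; some compounds called inactive have numbers as strong as hits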
CTSL1 counter = counter-screen for PFM18AAP inhibitors: inhibitors of F. hepatica cathepsin L1; recombinant F. hepatica cathepsin L1, Z-Leu-Arg-MCA fluorescence; inhibition, % at 5.96 µM; 0.49% of 300,000 active;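 active = inhibition above the mean of all tested compounds plus 3 SD, set per screening campaign, cut at about 17% in these data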;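 note: 0% = plate median of test compound wells and 100% = 1 µM Z-Phe-Ala-diazomethylketone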
PREPL inh = inhibitors of human prolyl oligopeptidase-like enzyme PREPL | Q4J6C6 | recombinant PREPL, fluorescence polarization activity-based probe | inhibition, % at 5.96 µM | 0.68% of 320,000 active; in the data active = inhibition above about 43%;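 note: 0% = enzyme with DMSO and 100% = wells lacking enzyme; many of its hits are not listed in these tables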
Target sequence (Q4J6C6 whole entry, looked up): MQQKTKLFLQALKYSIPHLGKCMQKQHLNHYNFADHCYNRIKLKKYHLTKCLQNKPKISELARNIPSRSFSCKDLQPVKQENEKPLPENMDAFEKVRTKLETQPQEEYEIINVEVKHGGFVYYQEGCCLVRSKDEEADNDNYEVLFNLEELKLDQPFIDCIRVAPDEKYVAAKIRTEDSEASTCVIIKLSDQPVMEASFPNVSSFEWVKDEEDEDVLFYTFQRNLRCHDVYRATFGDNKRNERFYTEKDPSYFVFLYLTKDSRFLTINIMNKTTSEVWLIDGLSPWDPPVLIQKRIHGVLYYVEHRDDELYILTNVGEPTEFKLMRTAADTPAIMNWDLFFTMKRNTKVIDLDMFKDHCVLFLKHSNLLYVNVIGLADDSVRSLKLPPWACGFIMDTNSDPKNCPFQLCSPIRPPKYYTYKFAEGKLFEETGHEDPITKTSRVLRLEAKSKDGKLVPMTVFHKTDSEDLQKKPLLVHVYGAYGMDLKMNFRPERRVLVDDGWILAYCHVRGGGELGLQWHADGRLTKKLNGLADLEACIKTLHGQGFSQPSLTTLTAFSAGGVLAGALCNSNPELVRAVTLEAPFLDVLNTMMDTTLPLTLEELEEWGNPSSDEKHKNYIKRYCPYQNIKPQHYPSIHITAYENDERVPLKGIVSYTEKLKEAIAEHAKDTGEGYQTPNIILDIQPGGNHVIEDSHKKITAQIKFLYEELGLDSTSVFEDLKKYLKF
PP5 inh = PP5 (human) phosphatase inhibition. P53041. purified PP5c, OMFP substrate fluorescence. inhibition, % at 6.7 µM. 0.18% of 320,000 active. AID 1987;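 active = inhibition above the campaign's mean inhibition across all tested compounds plus 3 SD, cut at about 9.5% in these data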;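 note: 0% = DMSO only and 100% = 100 µM cantharidin control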
TPT1 inh = C. albicans TPT1 enzyme inhibition | recombinant caTPT1, FP RNA substrate dephosphorylation | inhibition, % at 5 µM | 0.81% of 300,000 active | AID 1962;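 active = inhibition above the mean of all tested compounds plus 3 SD, set per screening campaign, cut at about 24% in these data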;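 note: plate controls were DMSO alone for no effect and ferristatin control at 100 nM for full effect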
EBNA-1 inhibitor = blocks EBNA-1 binding to DNA; AID 1950; EBNA-1 DNA binding, fluorescence polarization; 0.34% of 300,000 active; inhibition, % at 14.8 µM; in the data active = inhibition above about 28%
PP1 counter = PP1-alpha (human) inhibition in PP5 counter-screen | P62136 | inhibition, % at 6.7 µM | purified PP1alpha, OMFP fluorescence | 0.9% of 320,000 active;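 active = inhibition above the mean inhibition of all tested compounds plus 3 SD, computed separately for each screening campaign, cut at about 15% in these data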
Target sequence (P62136 whole entry, looked up): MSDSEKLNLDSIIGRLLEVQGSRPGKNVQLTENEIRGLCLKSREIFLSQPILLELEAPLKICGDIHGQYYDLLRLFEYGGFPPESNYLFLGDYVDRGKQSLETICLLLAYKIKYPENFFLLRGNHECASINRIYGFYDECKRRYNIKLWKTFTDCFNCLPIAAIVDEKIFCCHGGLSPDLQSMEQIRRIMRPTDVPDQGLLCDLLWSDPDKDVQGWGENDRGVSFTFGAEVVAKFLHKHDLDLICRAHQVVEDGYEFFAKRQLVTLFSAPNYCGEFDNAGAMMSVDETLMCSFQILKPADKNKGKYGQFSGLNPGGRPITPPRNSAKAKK
core dimer inh = HCV core protein dimerization inhibition; TR-FRET GST/Flag-core106 dimerization, 1536-well; inhibition, % at 5 µM; 0.33% of 300,000 active; AID 1899;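 active = inhibition above the mean of all tested compounds plus 3 SD, set per screening campaign, cut at about 45% in these data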
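Material: GST/Flag-tagged HCV core106 proteins. Incubation: 4 h, 22.5 °C incubation. Read-out basis: inhibition (%) from 671 over 617 nm ratio. Measured by: TR-FRET, excitation 340 nm, emission 617 and 671 nm.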
* = called active by the depositor. These rows are one share of the data; the hit share may differ from the screen's.

SMILES	ZTA DNA inh	Efflux pump mplx	CTSL1 counter	PREPL inh	PP5 inh	TPT1 inh	EBNA-1 inhibitor	PP1 counter	core dimer inh
O=C(NCC1CCCCC1)c1cc([N+](=O)[O-])ccc1N1CCOCC1	3	-0.1	2	-6	-1.0	0	-10	-1	2
Oc1ccc(Cl)cc1CNc1cnc2ccccc2c1	-3	0.3	-4	-11	5.2	0	0	1	0
Cc1c(C(=O)NC2CCC(C)CC2)oc2ccccc12 (stereo not given)	2	0.0	1	5	0.8	3	10	-2	0
Cc1nc(CS(=O)(=O)c2ccccn2)sc1C(=O)NNC(=O)c1ccccc1	6	0.2	-2	-2	0.9	3	-2	6	-1
CCCc1cc(=O)oc2c(C)c(OCC(=O)Nc3ccccn3)ccc12	6	0.0	-5	1	2.7	2	-2	-1	-2
CCc1c(C)sc(NC(=S)NC(C)C2CCCO2)c1C(=O)OC (stereo not given)	8	-0.2	2	10	2.6	0	-9	-5	16
Cc1c(C(=O)Nc2nc3ccccc3[nH]2)oc2ccc(Br)cc12	-19	0.0	1	16	0.2	1	4	3	1
C=CCn1c(=O)[nH]c2cc(C(=O)N3CCN(c4cc(C)ccc4C)CC3)ccc2c1=O	1	-0.1	1	0	1.7	-2	4	10	14
Cc1ccc(NC(=O)CSc2nnc3n2CCCCC3)cc1	6	0.4	-1	-6	2.4	4	0	0	-3
C/C(=N\NC(=O)C(N)=O)c1ccc(Br)cc1	15	0.3	0	9	3.6	3	-8	2	-4
Cn1c(CNC(=O)C(Cc2ccccc2)NC(=O)c2ccccc2)cc(=O)n(C)c1=O (stereo not given)	15	-0.1	-1	5	-1.7	1	3	-3	12
CCc1ccc(C(C(=O)NC2CCCC2)N(CCOC)C(=O)CCC(=O)Nc2cc(C)on2)cc1 (stereo not given)	10	1.0	0	2	1.7	2	-19	1	1
CCn1cc(C(=O)N(C)Cc2ccc(OC(F)F)cc2)c(=O)c2ccc(C)nc21	0	0.1	5	6	-0.7	0	3	3	3
C=CCn1c(SCC(=O)c2[nH]c(C)c(C(C)=O)c2C)nnc1-c1ccncc1	-1	0.2	-2	14	2.8	-5	-3	0	4
COc1cccc(C2CC(c3cccs3)=NN2C(=O)CCC(=O)O)c1OC (stereo not given)	-2	0.0	0	1	1.9	8	-22	-2	9
CCOC(=O)C1CCN(c2cc(C)nc3cc(-c4cccc(F)c4)nn23)CC1	-12	-0.1	2	11	2.2	0	3	3	-1
Cc1ccc(NC(=O)C2CCC2)cc1S(=O)(=O)N1CCCCCC1	5	0.1	-10	0	0.9	1	-8	0	3
O=C1OC(C(=O)Nc2nccs2)Cc2ccccc21 (stereo not given)	-13	-0.1	-3	0	1.1	0	10	0	-9
COC(=O)CC1C(=O)NCCN1Cc1cn(-c2ccc(C)cc2)nc1-c1cccc(C)c1 (stereo not given)	-1	-0.1	3	-4	1.5	-5	6	-1	3
Cc1ccc(NC(=O)CN(C(=O)N2CCN(C)CC2)S(=O)(=O)c2ccc(C)cc2)cc1	-11	-0.1	2	1	1.9	-2	7	-1	-5
CC[C@H](C)[C@H](NC(=O)[C@H](Cc1ccc(O)cc1)NC(=O)[C@@H](N)C(C)C)C(=O)N[C@@H](Cc1cnc[nH]1)C(=O)N1CCC[C@H]1C(=O)N[C@@H](Cc1ccccc1)C(=O)O	12	0.1	2	7	-1.0	-2	12	-3	3
CC1(C(=O)NC(=S)N(CCC#N)Cc2cccnc2)CC1(Cl)Cl (stereo not given)	-14	-0.1	-2	20	-0.3	-3	-6	-3	-2
CC1(C)C2CCC1(CS(=O)(=O)Nc1cccc(S(N)(=O)=O)c1)C(=O)C2 (stereo not given)	8	-0.1	-6	4	-1.8	-1	3	-6	0
COc1ccc(-c2cc(=O)oc3cc(OC(C)C(=O)NCC4CCC(C(=O)O)CC4)ccc23)cc1 (stereo not given)	-5	0.3	3	5	1.7	1	-1	-2	-8
O=C(Nc1cccnc1)c1cc(-c2ccc3c(c2)OCO3)on1	5	0.0	3	-5	-0.9	4	12	3	13
O=C(CCN1CCCCC1)Nc1ccccc1	10	0.6	-2	0	-2.1	6	-8	-1	3
Cc1cc(NC(c2cccnc2)c2ccc3cccnc3c2O)no1 (stereo not given)	-13	0.0	2	6	3.6	-1	5	-1	-5
COc1cccc(-c2nc(CS(=O)CC(=O)NC3CCCC3)c(C)o2)c1 (stereo not given)	1	0.0	-3	2	0.7	-3	-15	0	4
COc1ccc(-c2nn(-c3ccccc3)cc2/C=C\C(=O)N2CCOCC2)cc1[N+](=O)[O-]	11	0.0	-3	-2	2.4	1	2	-3	5
Cc1ccc(N2CC(C(=O)Nc3nccs3)CC2=O)cc1 (stereo not given)	0	0.2	-1	8	2.1	2	-2	5	3
O=S(=O)(c1ccc(NCc2ccc(F)cc2)nc1)N1CCCC1	-4	-0.1	-2	1	4.9	0	2	3	0
CC(C)Oc1ccc(NC(=O)CCC(=O)O)cc1	-9	0.0	-1	5	0.9	-2	7	-4	-2
CC(C)(Cc1ccc(O)cc1)NC(=O)CC(=O)N=Nc1c(O)[nH]c2ccc(Br)cc12	-2	-0.1	-1	5	1.3	-6	5	5	-3
O=C(CSc1ccc2ccccc2c1)NCc1cccs1	3	0.3	5	-3	-1.0	1	-8	0	1
CCCCN(C)c1nc(-c2ccco2)c2c(c1C#N)CC(C)(C)OC2	5	-0.1	2	0	3.2	2	0	-4	15
COc1ccc(/C=C/c2cc[n+](C(=O)Cc3ccccc3)cc2)cc1	4	-0.1	1	45*	-0.7	26*	-6	-2	0
Cc1[nH]c2ccccc2c1C(=O)C(=O)Nc1ccc2c(c1)OCCO2	-8	0.0	2	-1	1.3	-3	0	5	-13
COc1ccccc1OCCNC(=O)c1c(-c2ccccc2Cl)noc1C	-6	-2.2	3	12	3.6	1	-3	-4	-11
COc1ccc(-c2cc(C(=O)N3CCN(C(=O)c4ccco4)CC3)[nH]n2)cc1	0	0.2	-3	10	1.0	6	-9	2	-3
O=C(NNC(=O)c1ccc(Cl)c(Cl)c1)c1cccnc1	-13	0.1	-1	3	0.0	-1	-11	-3	-7
CCn1c(COc2ccc3c(c2)OCO3)nnc1SCC(=O)c1ccc(Cl)cc1	0	0.1	0	-4	3.3	-3	-10	-2	12
CC1(C(=O)NCc2ccc(Cl)c(Cl)c2)Oc2ccccc2NC1=O (stereo not given)	-1	0.0	7	-39	-0.3	2	-7	-1	-2
CN=C(Nc1cccnc1)c1cccc(C(F)(F)F)c1	5	-0.3	-3	19	-2.0	-2	6	-2	3
C#CCNC(=O)C1=C[C@@H](C2CC2)[C@H](CCCO)[C@@H](OCC)O1	-2	-0.1	-2	-2	3.7	2	-11	-1	-1
CCOC(=O)c1cn(CC(=O)Nc2cccc(Cl)c2)nn1	-20	0.0	-1	-9	1.4	2	-4	-2	-3
COc1ccc(C(=O)C2CCCN(C(=O)c3cccc(Cl)c3F)C2)cc1OC (stereo not given)	2	-0.1	1	0	1.3	0	-9	-1	3
O=C(Cc1cc(=O)[nH][nH]1)N/N=C/c1c(F)cccc1Cl	6	-0.1	-1	9	1.8	-1	7	4	7
CS(=O)(=O)c1ccc2nc(NC(=O)C3CC(=O)N(c4ccccc4)C3)sc2c1 (stereo not given)	-5	-0.6	7	10	-1.5	-3	11	0	-8
CCN=C(Nc1cccc(F)c1)SC1CC(=O)N(c2ccc(OC)cc2)C1=O (stereo not given)	0	-0.2	-1	17	6.2	0	-5	2	6
Nc1nnc(Cc2c[nH]c3ccccc23)s1	-6	0.5	-2	20	3.2	4	-19	-2	-3
CCNC(=O)CSc1nc(-c2ccccc2)cs1	-8	0.0	1	-13	2.5	0	5	-3	4
COc1ccc(OCc2nnc(SCC(=O)N3C(C)CCCC3C)o2)cc1 (stereo not given)	4	-0.1	1	16	-1.0	-1	4	0	-6
N=C1/C(=C/c2cccn2Cc2ccc(F)cc2)C(=O)N=C2SC=CN12	-11	-0.1	4	13	-2.3	3	6	7	6
CCOC(=O)C1CCN(S(=O)(=O)c2c(Cl)ccc3nonc23)CC1	6	0.1	-1	18	5.1	2	4	-5	-10
O=C(CNC(=O)C1CCCCC1)NC1=NCCS1	2	0.0	4	8	-1.9	-5	6	-3	-6
COCCN(C(=O)COC(=O)c1cnc(C)cn1)c1c(N)n(Cc2ccccc2)c(=O)[nH]c1=O	32	0.0	3	4	0.8	1	5	-4	2
CCOC(=O)C1CCN(C(=O)c2cccs2)CC1	-15	-0.1	-2	-1	2.4	-7	0	-3	3
Cc1cccc(C(=O)NC(=S)Nc2ccc(S(=O)(=O)N3CCN(C)CC3)cc2)c1	-22	-0.2	0	6	-0.1	-3	12	-1	-8
Cc1ccc(CNC(=O)c2cc3c(=O)n(C)c4ccccc4c3n2C)o1	-1	-0.3	3	-5	0.9	-1	2	-3	4
CC(=O)Nc1cccc2c1OCCO2	7	-0.1	0	0	0.1	1	-4	-2	-1

Next section.
SMILES	ZTA DNA inh	Efflux pump mplx	CTSL1 counter	PREPL inh	PP5 inh	TPT1 inh	EBNA-1 inhibitor	PP1 counter	core dimer inh
O=C(c1ccccc1)c1ccc(Cn2cc(CCCO)nn2)cc1	-8	0.0	1	-6	-0.1	-3	-2	0	0
CCOC(=O)CSc1nc2ccc(N3CCOCC3)cc2c(=O)n1Cc1ccccc1	5	-0.1	1	23	1.1	-4	4	4	1
COc1ccc(/C=C2\Oc3cc(OCC(N)=O)ccc3C2=O)cc1OC	12	-0.1	3	7	1.7	15	18	0	0
COc1ccc(Cn2cnc3c(NS(C)(=O)=O)c(C)c(C)cc32)cc1	9	0.0	-2	0	1.2	0	-1	-5	3
CC(c1ccccc1)n1c(-c2ccccc2F)n[nH]c1=S (stereo not given)	-3	0.0	2	1	0.9	-2	16	10	1
CC(=O)Nc1cccc(C(=O)Nc2ccc(S(=O)(=O)N3CCCCC3)cc2)c1	-2	0.0	-4	-6	0.6	-4	-6	-7	1
CCOC(=O)C1CCCN(S(=O)(=O)c2cc3c(cc2Cl)NC(=O)CO3)C1 (stereo not given)	-9	-0.2	-3	6	1.1	-4	2	3	4
COc1ccccc1/C=C1\SC(=O)N(CCC(=O)NNC(=O)c2ccccc2Cl)C1=O	6	0.0	-1	-7	0.1	-6	6	-5	11
CS(=O)(=O)c1ccc(C(=O)Nc2ccc(S(=O)(=O)N3CCCCC3)cc2)cc1	-5	-0.1	-1	5	1.5	-1	10	-1	-1
CN(Cc1ccccc1)c1oc(-c2ccco2)nc1C#N	8	0.1	2	-3	0.7	-4	-4	-2	5
CCn1c(NC(=O)C2CCCCC2)nc2ccccc21	7	-0.2	-2	1	3.3	4	-7	-3	0

Looked up one by one from the list above (6):
SMILES	ZTA DNA inh	Efflux pump mplx	CTSL1 counter	PREPL inh	PP5 inh	TPT1 inh	EBNA-1 inhibitor	PP1 counter	core dimer inh
CCOC(=O)CSc1nc2ccc(N3CCOCC3)cc2c(=O)n1Cc1ccccc1	5	-0.1	1	23	1.1	-4	4	4	1
CC1(C)C2CCC1(CS(=O)(=O)Nc1cccc(S(N)(=O)=O)c1)C(=O)C2 (stereo not given)	8	-0.1	-6	4	-1.8	-1	3	-6	0
CCOC(=O)C1CCN(c2cc(C)nc3cc(-c4cccc(F)c4)nn23)CC1	-12	-0.1	2	11	2.2	0	3	3	-1
COc1ccc(-c2nn(-c3ccccc3)cc2/C=C\C(=O)N2CCOCC2)cc1[N+](=O)[O-]	11	0.0	-3	-2	2.4	1	2	-3	5
CCn1c(COc2ccc3c(c2)OCO3)nnc1SCC(=O)c1ccc(Cl)cc1	0	0.1	0	-4	3.3	-3	-10	-2	12
O=C(c1ccccc1)c1ccc(Cn2cc(CCCO)nn2)cc1	-8	0.0	1	-6	-0.1	-3	-2	0	0
